Bioassay records: PubChem, several laboratories
Autophagy HCS – modulators of autophagy. calls only at 10 µM (by protocol). MEF GFP-LC3 puncta imaging; test concentration mostly 10 µM. 190,000 tested, 0.98% active. AID 463193;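 active = percentage of spot-positive cells more than 3 SD above its plate mean, without a fluorescence outlier flag or 80% toxicity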;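 also: spot-positive cell cutoff set from DMSO-treated cells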
ER stress rescue – protection against thapsigargin-triggered cell killing – 384-well, CSM14.1, ATP luminescence, primary screen (AID 1222); CSM14.1 thapsigargin-induced death rescue, ATP luminescence; higher % means a stronger effect; one-dose cellular ATP content (survival), % at 20 µM; EC50 in µM for titrated hits; 190,000 tested, under 10 active;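 active = EC50 below 50 µM in the dose-response confirmation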;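 also: death triggered by thapsigargin at about 15 µM added after 2 h compound pretreatment; cell ATP read after overnight thapsigargin exposure of roughly 18 to 22 hours; normalized against plate controls of thapsigargin alone and 5% DMSO vehicle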
K1F lysis inhibition – protection from phage-mediated lysis, alamar blue read-out – E. coli UTI89, K1F phage, bacterial capsule biogenesis inhibitors (AID 488966); E. coli UTI89 K1F phage lysis, alamar blue, 2 h; higher % means a stronger effect; 340,000 tested, 0.02% active; inhibition, % at 100 µM, or IC50 in µM where a hit was titrated;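 active = phage lysis inhibition, versus mean bacterial control, above a set limit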;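 also: capsule biogenesis inhibitors block K1F phage lysis so surviving cells raise fluorescence; higher fluorescence means more inhibition of phage lysis; actives were called in the ten point dose series up to 300 µM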
M17LAP inhibition – P. falciparum M17LAP inhibitors, primary screen, biochemical, fluorogenic H-Leu-NHMec substrate, 1536-well (AID 1619). recombinant M17LAP, H-Leu-NHMec fluorogenic kinetic assay; higher % means a stronger effect. inhibition, % at 30 µM; hits with a dose series show IC50 in µM. 220,000 tested, 0.38% active;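 active = compound inhibiting the enzyme by more than half at any dose during confirmatory dose-response retesting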;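 also: plate controls were full reaction with DMSO carrier for no effect and no enzyme background for full effect; strong numbers were not always called active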
Dynein cargo inh – blocks dynein driven cargo transport along microtubules; 3617.4 mouse cells, GR-EGFP nuclear translocation imaging; test concentration mostly 20 µM; stimulated with dexamethasone, 1 µM; stronger effect = lower value; z-score, hits read low; 220,000 tested, 0.47% active;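 active = plate z-score of nuclear minus cytoplasmic receptor signal below a set negative limit, without overly bright fluorescence or cell loss, cut at about -3.5 in these data, passing the limit was not always enough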;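 also: z-score of nuclear minus cytoplasmic ring GR-EGFP intensity difference per well; some compounds called inactive have numbers as strong as hits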
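Buffer or medium: Induction medium lacking tetracycline, stripped serum | Also added: Dexamethasone agonist, 1.0 µM final, for 30 min | Timing: 48 h induction, 1 h compound, 30 min dex at 37 °C | Detection: Formaldehyde fixation, Hoechst nuclear stain, 10x automated fluorescence imaging | Measure: Nuclear versus cytoplasmic GR-EGFP signal, averaged per well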
MT stabilize HCS – microtubule stabilization, imaging screen; % tubulin-high responders, % at 10 µM; HeLa tubulin immunostaining HCS, 24 h; share of cells brighter than vehicle mean+2SD; 200,000 tested, 0.83% active;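 active = plate Z-score above 3 for both tubulin-high and condensed-nucleus cell shares, with cell loss under 80%, at 10 µM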;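 also: anti alpha tubulin signal scored within the nucleus-defined area of each cell; some results filed as inactive read as strong as hits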
Insulin prom up – MIN6 insulin promoter up-regulation; AID 1625; 190,000 tested, 0.3% active; z-score at 5 µM; MIN6 insulin promoter-GFP reporter, high-content imaging; stronger effect = higher value;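 active = z-score above 3 at 5 µM with at least 500 cells counted in the well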
P. falciparum M1AAP – P. falciparum M1AAP inhibitors, biochemical, fluorogenic H-Leu-NHMec substrate, 1536-well (AID 1445); one-dose inhibition, % at 30 µM; IC50 in µM for titrated hits; recombinant M1AAP, H-Leu-NHMec fluorogenic kinetic assay; higher % means a stronger effect; 220,000 tested, 0.42% active;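 active = primary inhibition above the hit cutoff, then over 50% inhibition at one or more dose response concentrations, cut at about 23% in these data, passing the limit was not always enough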;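 also: plate controls were DMSO full reaction for no effect and no enzyme background for full effect; strong numbers were not always called active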
b-catenin transl – alters nuclear translocation of beta-catenin in HeLa cells. nuclear translocation activity, % at 5 µM. 190,000 tested, 0.3% active. immunofluorescence imaging;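 active = nuclear translocation activity above 50% at 5 µM, with a well cell count of 50 or more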;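 also: per-cell ratio of nuclear to cytoplasmic median beta-catenin stain intensity; plate controls were DMSO negative control for no effect and GSK-3 inhibitor IX positive control for full effect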
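Assay system: human HeLa cells, native beta-catenin; doses: 5 µM primary, 0.02–20 µM confirmation; incubation: compound treatment 24 h, 37°C, 5% CO2; technique: fluorescence imaging of beta-catenin antibody stain plus DAPI; measure: % activation, nuclear-to-cytoplasmic median beta-catenin signal ratio per cell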
Dynein cargo inh cytoplasmic EGFP – second read-out of Dynein cargo inh, no call of its own (marks repeat the call); z-score; measured here: cytoplasmic GR-EGFP intensity; stronger effect = higher value
Dynein cargo inh nuclear GR-EGFP – further read-out of Dynein cargo inh, marked with its call; z-score; measured here: nuclear GR-EGFP intensity;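 lower value marks the stronger effect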
Dynein cargo inh cell count – second read-out of Dynein cargo inh, no call of its own (marks repeat the call); z-score; measured here: cell count per field
Insulin prom up cell count – further read-out of Insulin prom up, marked with its call; cell count; measured here: cytotoxicity, nuclei count;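 total cells summed across four imaged fields per well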
b-catenin transl cell count 5 µM – also measured in b-catenin transl; calls as there; cell count; measured here: cell count, cytotoxicity flag
MT stabilize HCS Hoechst-high % – recorded beside MT stabilize HCS, whose call it bears; % Hoechst-high responders; measured here: nuclear condensation Hoechst responders;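 share of cells brighter than vehicle mean plus two SD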
MT stabilize HCS cytotoxicity % – also measured in MT stabilize HCS; calls as there; toxicity, %; measured here: cytotoxicity by cell density;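 0% = mean cell density of plate MIN control wells and 100% = no cells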
Autophagy HCS cell loss 18 h – second read-out of Autophagy HCS, no call of its own (marks repeat the call); toxicity, %; measured here: cell loss, nuclei count;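 cell loss after 18 h compound exposure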
* hit, by the source's call; i = inactive; . = no result given; [ ] = remark or other dose.

SMILES	Autophagy HCS	Autophagy HCS cell loss 18 h	ER stress rescue	K1F lysis inhibition	M17LAP inhibition	Dynein cargo inh	Dynein cargo inh cytoplasmic EGFP	Dynein cargo inh nuclear GR-EGFP	Dynein cargo inh cell count	MT stabilize HCS	MT stabilize HCS Hoechst-high %	MT stabilize HCS cytotoxicity %	Insulin prom up	Insulin prom up cell count	P. falciparum M1AAP	b-catenin transl	b-catenin transl cell count 5 µM
COc1ccc(C(=O)NC(C)c2cc(OC)c(OC)cc2Br)cc1 (stereo unspecified)	i	17	2.1%	3.0%	1%	-0.69	-0.12	0.22	0.15	1.7	2.2	3.1	0.29	1233	12%	-0.4	1435
Cc1ccc(C2(CCN)CCOC(C(C)C)C2)cc1 (stereo unspecified)	i	-10	-3.3%	6.7%	2%	0.11	-0.27	-0.055	0.044	3.0	2.5	5.7	-0.54	1553	2%	1.6	1026
O=C(O)c1ccc(CNCc2cccc(Cl)c2)cc1	i	19	-1.1%	-1.0%	6%	0.75	-0.21	0.51	-0.17	1.4	3.2	5.7	.	.	4%	1.5	1031
Cc1ccc(S(=O)(=O)N2CCN(C3CC(=O)N(Cc4ccccc4)C3=O)CC2)cc1C (stereo unspecified)	i	8	2.5%	0.0%[50 µM]	-6%	-0.63	-0.051	-0.26	0.74	2.1	1.2	3.8	-0.44	1524	0%	3.1	1085
COc1cccc2cc(C(=O)Nc3ccc(F)cc3)c(=Nc3ccc(C(=O)O)cc3)oc12	i	-15	-16%	0.3%	-7%	-0.93	0.2	-0.28	0.17	2.1	2.3	5.7	-0.59	1390	-1%	-1.3	1138
OC1(C(F)(F)F)CC(c2ccc3ccccc3c2)=NO1 (stereo unspecified)	.	.	.	0.5%	5%	0.28	-0.27	0.1	0.057	.	.	.	-0.11	936	1%	-0.2	1365
CN(C)S(=O)(=O)c1cccc(NC(=S)N/N=C/c2cccc(O)c2)c1	i	19	-0.4%	1.1%	1%	-0.0077	-0.15	-0.23	-0.14	1.7	2.0	2.4	.	.	7%	0.2	1570
Cc1ccc(Nc2nc(N)[nH]c(=O)c2N=O)cc1	.	.	.	0.1%	11%	2.6	-0.16	1.7	-2.1	.	.	.	.	.	2%	0.1	1330
COc1ccc([N+](=O)[O-])cc1NC(=O)CS(=O)(=O)c1ccc(C)cc1	i	24	-1.6%	0.4%	-1%	1.2	-0.12	0.97	-1.2	3.1	1.0	2.7	-0.02	1504	-1%	0.2	1527
C/C(=N\NC(=O)c1cc([N+](=O)[O-])cc([N+](=O)[O-])c1)c1ccco1	i	-2	-2.2%	-4.3%	3%	-0.2	0.41	0.71	-0.42	2.5	4.5	7.8	0.1	1423	3%	-0.7	1477
CCOc1cc([C@H]2[C@@H]3CCCC[C@]3(O)CCN2CC(=O)NCc2ccco2)ccc1O	i	4	0.1%	0.1%	6%	0.064	-0.26	0.32	-0.32	4.8	1.9	3.5	-0.44	1209	4%	-1.0	962
Cc1ccc(C(=O)N2c3ccc(F)cc3CCC2C)o1 (stereo unspecified)	i	5	-1.9%	0.1%	1%	-0.82	-0.21	-0.28	0.87	3.4	4.8	5.6	-0.71	1229	-5%	.	.
O=C(CN(c1ccc2c(c1)OCCO2)S(=O)(=O)c1ccccc1)NCC1CCCO1 (stereo unspecified)	i	-8	-0.6%	4.3%	-3%	-0.5	-0.27	-0.2	1.1	2.6	2.5	6.2	0.37	1334	15%	2.6	1085
O=C(COc1ccc(Cl)cc1)NCc1nnc(SCC(=O)NC2CCCCC2)o1	i	-17	-2.6%	1.0%	12%	-0.95	0.87	-0.072	1.2	2.2	3.4	13	3.3*	1194*	0%	0.3	749
Cc1nc(-c2ccc(C(=O)Nc3cccc(Br)c3)cc2)cs1	i	-37	-2.9%	0.1%	-7%	0.27	-0.31	0.21	0.16	4.8	2.1	3.1	-0.08	1592	4%	-0.2	964
O=C(c1ccc(S(=O)(=O)N2CCCCC2)cc1)N(c1ccccn1)C1CCCCC1	.	.	.	-0.3%	1%	-0.21	-0.25	0.00026	0.71	.	.	.	-0.03	1134	8%	0.7	1307
CCS(=O)(=O)N1CCC(C(=O)Nc2cc(Cl)ccc2O)CC1	i	-4	-2.2%	0.1%	11%	0.074	-0.18	-0.63	-0.21	3.8	2.1	4.3	.	.	3%	-1.1	1193
c1ccc2c(c1)OCC(c1nnc3sc(-c4ccc5c(c4)OCO5)nn13)O2 (stereo unspecified)	i	-13	-0.2%	-0.3%	-10%	-0.31	-0.23	-0.12	0.51	2.1	1.7	7.6	.	.	2%	0.9	1161
Clc1cccc2c1Sc1ccccc1CC2N1CCNCC1 (stereo unspecified)	i	20	-5.7%	-16%	8%	0.41	3.6	0.85	-2	8.3	3.4	20	-1.7	695	-3%	40	73
CS(=O)(=O)N1CCN(C(=O)c2csc3ccccc23)CC1	i	1	-2.2%	-0.1%	1%	-0.13	-0.13	-0.091	0.4	2.8	2.7	7.4	.	.	5%	0.4	1049
CCN(Cc1cc2ccccc2[nH]c1=O)C(=O)C1CCCCC1	i	0	0.3%	4.4%	4%	0.85	-0.23	0.43	0.14	1.6	2.3	12	0.5	862	4%	1.0	1042
CC(NC(=O)CN(C)Cc1nc2ccccc2c(=O)[nH]1)c1ccccc1 (stereo unspecified)	i	28	0.1%	-0.3%	-5%	-0.73	-0.54	-0.19	0.87	2.1	1.8	7.9	0.96	789	-7%	.	.
CC1=Nc2ccccc2N=C(NC(=O)CSC(=S)N2CCCCC2)C1c1ccccc1 (stereo unspecified)	.	.	.	-0.3%	-1%	0.81	-0.3	-0.028	0.26	.	.	.	0.54	1017	0%	-0.8	1331
Cn1c(SCC(=O)c2ccc3c(c2)OCCO3)nnc1C1CC1	i	-6	-1.8%	-1.1%	16%	-1.1	-0.26	-0.69	0.83	3.3	1.5	3.2	.	.	6%	-0.8	518

Copied from the list:
For Dynein cargo inh nuclear GR-EGFP, `O=C(c1ccc(S(=O)(=O)N2CCCCC2)cc1)N(c1ccccn1)C1CCCCC1` shows 0.00026
For P. falciparum M1AAP, `O=C(COc1ccc(Cl)cc1)NCc1nnc(SCC(=O)NC2CCCCC2)o1` shows 0%

Continuation.
SMILES	Autophagy HCS	Autophagy HCS cell loss 18 h	ER stress rescue	K1F lysis inhibition	M17LAP inhibition	Dynein cargo inh	Dynein cargo inh cytoplasmic EGFP	Dynein cargo inh nuclear GR-EGFP	Dynein cargo inh cell count	MT stabilize HCS	MT stabilize HCS Hoechst-high %	MT stabilize HCS cytotoxicity %	Insulin prom up	Insulin prom up cell count	P. falciparum M1AAP	b-catenin transl	b-catenin transl cell count 5 µM
C=CCN(C(=O)CNC(=O)c1cccs1)C(C(=O)NC1CCCCC1)c1cccnc1 (stereo unspecified)	i	-7	0.7%	3.8%	-11%	0.77	-0.28	0.55	0.058	0.9	2.3	12	0.01	1437	1%	1.8	1025
CCn1c(O)c(N=NC2=NC(=O)CS2)c2cc(C)ccc21	i	-1	3.2%	-0.5%	18%	-0.061	-0.14	-0.16	0.75	2.6	1.8	6.2	-0.42	1312	19%	0.6	1422
Cc1c(Br)c(=O)oc2c(C)c(O)ccc12	i	-8	0.3%	3.3%	1%	0.068	-0.3	-0.22	-0.17	4.7	3.1	6.5	0.04	1498	5%	-2.5	481
Cc1ccc(NC(=O)c2cc(-c3ccco3)on2)cc1C	i	11	-1.6%	2.6%	0%	-0.76	-0.27	-0.26	0.043	4.2	1.9	8.8	0.5	1569	3%	-0.1	804
Cc1cc(C)c(C#N)c(=N)o1	i	5	0.3%	0.4%	8%	-0.066	-0.29	0.18	-0.6	5.9	2.9	8.6	0.39	1200	-5%	0.9	758
NS(=O)(=O)c1ccc(NC(=O)COC(=O)C2(c3ccccc3F)CCCC2)cc1	i	5	-3.0%	-5.8%	1%	0.29	-0.072	0.32	-0.22	5.7	1.4	11	.	.	2%	-0.6	933
COc1cc(OC)c2c(c1O)OC(c1ccccc1)CC2=O (stereo unspecified)	i	-13	0.2%	0.7%	12%	-0.74	-0.23	-0.3	0.4	4.9	1.2	10	-0.54	1330	5%	-3.9	1185
O=c1c2ccccc2nc2n1C(CSCc1ccc(Cl)cc1Cl)CS2 (stereo unspecified)	i	4	-0.3%	0.2%	-3%	-1.1	0.22	-0.32	0.55	5.5	2.5	6.0	-0.44	797	2%	.	.
CC(C)Cn1cnc2c1c(=O)n(CC(O)c1ccccc1)c(=O)n2CC(C)C (stereo unspecified)	i	-11	0.2%	0.4%	5%	0.92	-0.019	0.67	-0.11	0.9	2.4	7.4	-0.17	902	15%	2.0	1022
CCc1ccc(CNC(=O)CCc2nnc(Cc3cccc(C(F)(F)F)c3)o2)nc1	i	-16	0.3%	-0.2%	2%	0.52	0.054	0.084	-0.13	1.8	1.3	8.0	0.48	1423	-7%	-2.5	973
